STAT1 act = activators of IFN-gamma induced STAT1 signaling | NIH 3T3 STAT1-luciferase reporter, luminescence; 100% = IFN-gamma alone, no compound | activation (% of control), % at 5.5 µM | 2.6% of 200,000 active | AID 932;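 active = activation above the screen-wide mean activation plus 3 SD, cut at about 130% in these data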;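 also: raw ratio to IFN-gamma control signal so 100% means no change and 0% no light; values of inactives mirror those of a sister screen read the other way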
Diaphorase act = diaphorase activation or chemical reduction counter-screen; activation factor at 20 µM; Diaphorase/resazurin coupled assay, resorufin fluorescence, 16 min; stronger effect = higher value; 1 = vehicle wells, 0 = NADH-free wells; 0.005% of 190,000 active;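 active = diaphorase activity raised at least twofold by the compound at 20 µM; inactive = activation factor below 2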
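Assay system: bacterial diaphorase enzyme (C. kluyveri) / Input: enzyme 0.07 U/mL final / Medium: 50 mM HEPES pH 7.4 with 4.542 mM MgCl2, 0.005% Tween 20 / Doses: single compound dose of 20 µM, 1% DMSO final / Incubation: 16 min enzyme reaction, ambient temperature / Signal: fluorescence, excitation 544 nm and emission 590 nm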
G6PDH counter = counter-screen for G6PDH assay hits: L. mesenteroides G6PDH inhibition | Purified L. mesenteroides G6PDH, diaphorase/resazurin coupled fluorescence, 45 min | inhibition, % at 5 µM | 0.12% of 200,000 active; in the data active = inhibition above about 50%
APP transl inh = APP translation inhibition | 0.82% of 190,000 active | inhibition, % at 2 µM | SH-SY5Y APP 5'UTR-luciferase reporter, luminescence;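 active = inhibition above a set limit, derived from the sample mean plus 3 SD, cut at about 45% in these data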; also: values of inactives mirror those of a sister screen read the other way
Diaphorase inh = counter-screen for diaphorase-based assays: diaphorase inhibitors and chemical oxidizers. AID 1217. inhibition, % at 20 µM. diaphorase resazurin-to-resorufin fluorescence, NADH, 16 min; bacterial (C. kluyveri) enzyme, not human. 0.69% of 190,000 active;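 active = primary screen inhibition at 20 µM above a set limit, cut at about 50% in these data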;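 also: plate controls were DMSO with full reaction for no effect and wells lacking NADH for full effect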
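System: Bacterial diaphorase enzyme (C. kluyveri) | Incubation: 16-min room-temperature incubation before reading | Benchmarks: No-NADH positive control and DMSO neutral control | Measured by: Resorufin fluorescence 544/590 nm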
FLuc act counter = firefly luciferase counter-screen for stimulation assays. P08659. ATPlite luciferase biochemical, luminescence, 10 min; 0 = ATP-free wells, 1 = DMSO control. activation factor at 10 µM. 200,000 tested, under 10 active;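 active = luciferase activation factor, scaled between plate controls, of at least 2 with compound at 10 µM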
Target sequence (P08659 whole entry, looked up): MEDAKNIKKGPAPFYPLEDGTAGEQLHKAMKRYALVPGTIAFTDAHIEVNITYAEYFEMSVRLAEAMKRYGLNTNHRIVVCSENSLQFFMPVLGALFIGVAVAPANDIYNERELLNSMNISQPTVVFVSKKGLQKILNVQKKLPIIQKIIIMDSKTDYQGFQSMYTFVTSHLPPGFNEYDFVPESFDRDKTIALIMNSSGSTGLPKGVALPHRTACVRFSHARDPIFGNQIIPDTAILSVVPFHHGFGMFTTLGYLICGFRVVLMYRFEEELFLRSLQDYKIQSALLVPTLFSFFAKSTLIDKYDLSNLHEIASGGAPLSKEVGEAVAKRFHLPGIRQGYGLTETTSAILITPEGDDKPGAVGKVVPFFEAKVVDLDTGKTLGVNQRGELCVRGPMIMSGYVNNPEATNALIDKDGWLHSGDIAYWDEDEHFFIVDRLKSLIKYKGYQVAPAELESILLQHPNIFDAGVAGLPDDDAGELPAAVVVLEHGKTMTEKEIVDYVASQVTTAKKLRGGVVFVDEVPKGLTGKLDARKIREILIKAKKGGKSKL
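Material: Luciferase/luciferin reagent mix | Doses: Test compounds dosed from 2 mM stocks in 100% DMSO | Timing: 10 min incubation after luciferase reagent addition, room temperature | Measured by: Luminescence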
NF-kB neuron act = raises NF-kB expression in human neuronal cells; fold change at 12.5 µM; NF-kB reporter expression; stronger effect = higher value; 1.6% of 190,000 active; AID 1239; in the data active = fold change above about 3.3
FLuc inh counter = Photinus pyralis luciferase inhibition counter-screen; P08659; ATPLite firefly luciferase biochemical luminescence, 10 min; inhibition, % at 10 µM; 1.5% of 200,000 active; AID 1006;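 active = inhibition above about 50% when tested at 10 µM, limit read from the data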
APP 5'UTR act = activates APP 5'UTR luciferase reporter | 1% of 190,000 active | SH-SY5Y APP 5'UTR luciferase reporter, luminescence; zero percent = DMSO vehicle wells | activation, % at 2 µM | AID 1276;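 active = activation above a set limit, based on mean plus 3 SD of controls, cut at about 140% in these data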; also: values of inactives mirror those of a sister screen read the other way
TLR4 MyD88 comp = TLR4-MyD88 interaction inhibition in cells | O00206+Q99836 | HeLa CL3-4 TLR4/MyD88 BLA complementation, FRET ratio | inhibition, % at 8.4 µM | 0.18% of 200,000 active | AID 861; in the data active = inhibition above about 25%;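 also: 0% = vehicle and 100% = reference inhibitor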
* marks the source's active call; other numbers are inactive results.

1) CCCc1nc(NCc2ccccn2)c2nnn(Cc3ccccc3F)c2n1
2) Cn1c(=O)c2c(SCC(N)=O)nc(CC(C)(C)C)nc2n(C)c1=O
3) Cc1[nH][nH]c(=O)c1C(c1ccc(-c2ccc(Cl)cc2Cl)o1)c1c(C)[nH][nH]c1=O
4) CCOCCCNC(=O)C(NC(=O)c1ccc(NC(C)=O)cc1)c1ccc(Cl)cc1 (centres undefined)
5) CCCN1C(=O)/C(=C/c2c(NCCCOCC)nc3c(C)cccn3c2=O)SC1=S
6) O=C(NCc1ccccn1)c1cn(-c2ccccc2)nc1-c1ccc(Cl)cc1
7) CCN1C2OC3OC4C(OC3OC2N(CC)S1(=O)=O)N(CC)S(=O)(=O)N4CC (centres undefined)
8) O=S(=O)(NCCc1ccncc1)c1cc(Br)ccc1F

compound no.	1	2	3	4	5	6	7	8
STAT1 act	93	102	109	87	99	102	96	100
Diaphorase act	0.9	0.9	0.6	0.9	1.1	0.8	1.1	0.9
G6PDH counter	-1	-10	32	-6	8	-16	10	-9
APP transl inh	-3	4	-2	-11	5	11	-11	8
Diaphorase inh	11	12	38	13	-8	19	-6	9
FLuc act counter	1	1	1	1	1	1	1	1.1
NF-kB neuron act	1	1	0.77	1.3	3.1	0.93	1	1.2
FLuc inh counter	-3	-1	-4	3	2	3	-1	-6
APP 5'UTR act	3	-4	2	11	-5	-11	11	-8
TLR4 MyD88 comp	-2	-13	-3	-4	-9	-1	-17	3

The last four entries of the part before are carried over, then new ones follow:
5) CCCN1C(=O)/C(=C/c2c(NCCCOCC)nc3c(C)cccn3c2=O)SC1=S
6) O=C(NCc1ccccn1)c1cn(-c2ccccc2)nc1-c1ccc(Cl)cc1
7) CCN1C2OC3OC4C(OC3OC2N(CC)S1(=O)=O)N(CC)S(=O)(=O)N4CC (centres undefined)
8) O=S(=O)(NCCc1ccncc1)c1cc(Br)ccc1F
9) Cc1ccc(Cl)cc1NC1=C/C(=N\S(=O)(=O)c2cccs2)c2ccccc2C1=O
10) c1cncc(-c2nc(N3CCOCC3)c3ccccc3n2)c1
11) O=c1ccc(/C=C/c2ccccc2)nn1Cc1ccccc1
12) COc1cccc(/C=N/NC(=O)C[n+]2ccccc2)c1OC
13) CCC1(CC)Nc2ccccc2C(=O)N1c1ccc(NC(C)=O)cc1
14) CCn1c(CCCOc2ccc(Cl)cc2Cl)nnc1SCC(=O)Nc1cccc(F)c1
15) COCCN(C(=O)CNC(=O)c1cccs1)C(C(=O)NC(C)(C)C)c1ccccc1 (centres undefined)
16) CC(C)(C)Nc1nc(N2CCCC2)nc(N2CCCC2)n1

compound no.	5	6	7	8	9	10	11	12	13	14	15	16
STAT1 act	99	102	96	100	102	104	99	107	113	100	101	89
Diaphorase act	1.1	0.8	1.1	0.9	0.7	0.9	0.8	0.9	0.8	0.9	0.9	1
G6PDH counter	8	-16	10	-9	54*	10	4	5	13	2	10	2
APP transl inh	5	11	-11	8	23	19	-9	14	-16	-11	-4	6
Diaphorase inh	-8	19	-6	9	30	14	17	10	16	14	12	-2
FLuc act counter	1	1	1	1.1	1	1	1	1.1	1.1	1	1.1	1.1
NF-kB neuron act	3.1	0.93	1	1.2	0.08	0.99	1.1	1.1	1.3	1.1	1.1	1.2
FLuc inh counter	2	3	-1	-6	-1	3	-5	-9	-6	-3	-7	-8
APP 5'UTR act	-5	-11	11	-8	-23	-19	9	-14	16	11	5	-6
TLR4 MyD88 comp	-9	-1	-17	3	-9	8	2	-9	1	-4	10	-1

17) CNC(=S)N/N=C1\CC(c2ccccc2)Oc2ccccc21 (centres undefined)
18) Cc1cc(C)cc(NC(=O)C2CCCN(S(=O)(=O)c3cnc[nH]3)C2)c1 (centres undefined)
19) CCOC(=O)C1(C/C(C)=N/NC(N)=O)CC(C)OC1=O (centres undefined)
20) Cc1ccc(C(=O)N/N=C2/NC(=O)CC(C(=O)Nc3ccccc3)S2)cc1 (centres undefined)
21) COc1ccc2cc3cc(C(=O)NCCCN4CCc5ccccc5C4)sc3nc2c1
22) COC(=O)CNC(=O)CN1C(=O)N(c2cccc(Cl)c2)C(N(O)C(=O)Nc2cccc(Cl)c2)C1(C)C (centres undefined)
23) COc1ccc(OCCCC(=O)NCCc2ccc(OC)c(OC)c2)cc1
24) O=C(Cc1ccccn1)Nc1ccccc1

compound no.	17	18	19	20	21	22	23	24
STAT1 act	96	104	90	87	135*	98	94	103
Diaphorase act	0.7	1.1	1	0.9	1.1	0.9	0.9	0.9
G6PDH counter	1	6	13	-10	-20	11	-4	4
APP transl inh	-16	4	-6	1	-106	9	20	0
Diaphorase inh	27	-10	-2	9	-9	6	15	7
FLuc act counter	1	1	1	1	0.7	1	1	1.1
NF-kB neuron act	0.96	1.2	1.4	0.86	3.7*	1.1	1.2	1.4
FLuc inh counter	-3	-1	-3	-1	29	-4	3	-6
APP 5'UTR act	16	-4	6	-1	106	-9	-20	0
TLR4 MyD88 comp	-16	0	-9	3	-9	7	-5	-3

25) CN(c1ccccc1)S(=O)(=O)c1cccc(C(=O)OCC(=O)NCCCN2CCCC2=O)c1
26) CCOC(=O)c1ccccc1NC(=O)Nc1ccc(OC)c(OC)c1
27) Cn1cccc1CC(=O)N/N=C/c1cccc2ccccc12
28) O=C(Nc1ccc(F)c(F)c1)NC1CCCCC1
29) Cc1ccccc1NC(=S)NCCC(c1ccccc1)c1ccccc1
30) COc1ccc(CCN(Cc2cccs2)S(=O)(=O)c2ccc(S(=O)(=O)N3CCCCCC3)cc2)cc1OC
31) COc1ccc(OC)c(-c2nnc(-c3ccc(C)o3)o2)c1
32) Cc1ccc(SCC(=O)Nc2ccc3c(c2)OCCO3)cc1

compound no.	25	26	27	28	29	30	31	32
STAT1 act	100	93	108	118	94	91	105	112
Diaphorase act	0.9	1	1	0.8	0.8	1	0.7	0.8
G6PDH counter	6	-15	-21	1	3	-17	-36	10
APP transl inh	6	10	2	-81	-2	4	-1	-67
Diaphorase inh	5	4	4	17	17	3	28	19
FLuc act counter	1.1	1.1	1	0.9	1.1	1.1	1	0.7
NF-kB neuron act	1	1.1	0.83	1.9	1.3	1.2	1.2	1.8
FLuc inh counter	-6	-8	-2	8	-6	-8	-4	33
APP 5'UTR act	-6	-10	-2	81	2	-4	1	67
TLR4 MyD88 comp	-12	-4	-19	0	-6	21	1	-2

33) C/C(=N\NC(=S)NCCc1ccccc1)c1ccc(C)cc1
34) CC(CCc1ccccc1)NC(=O)C1CCCN(c2nnc(-n3cccc3)s2)C1 (centres undefined)
35) Cc1cccc(CCNS(=O)(=O)c2ccc(S(=O)(=O)NC3CCCC3)cc2)c1
36) Cc1noc(C)c1C1(O)CCCCCCCCCCC1
37) COc1ccc(C(=O)Oc2ccc3c(C)cc(=O)oc3c2C(C)=O)cc1
38) Cc1cc(C(=O)COC(=O)CC2Sc3ccccc3NC2=O)c(C)n1-c1ccccc1 (centres undefined)
39) CCN(CC)CC(O)COc1ccc2c(c1)c(C(C)=O)c(C)n2-c1ccccc1 (centres undefined)
40) CCN(CC)S(=O)(=O)c1cc(NC(=O)C(C)N2CCc3ccccc32)ccc1C (centres undefined)

compound no.	33	34	35	36	37	38	39	40
STAT1 act	102	97	93	100	93	112	105	91
Diaphorase act	0.8	1.1	0.8	0.8	0.9	0.8	0.9	0.7
G6PDH counter	4	3	4	3	8	7	1	5
APP transl inh	-6	6	6	-10	-16	-15	13	7
Diaphorase inh	24	-10	21	18	9	21	6	28
FLuc act counter	1	1	1.1	1	1.1	0.9	1.1	1
NF-kB neuron act	1.2	1.1	1.1	1.2	1.1	0.89	0.92	0.97
FLuc inh counter	1	-4	-10	-4	-10	10	-5	-2
APP 5'UTR act	6	-6	-6	9	16	15	-13	-7
TLR4 MyD88 comp	4	-3	12	-5	-10	13	-2	2

41) C=CCOC(=O)C1=C(C)OC(N)=C(C#N)C1c1ccc(F)cc1 (centres undefined)
42) C=CCn1c(N)cc(=O)nc1SCC(=O)Nc1ccc2ccccc2c1
43) CCOc1ccc(-c2nnn(CC(=O)N3CCN(c4ccc(F)cc4)CC3)n2)cc1OCC
44) COc1ccccc1NC(=O)Cc1c(F)cccc1Cl
45) CCC(C)NC(=O)c1ccc2c(c1)N(Cc1ccccc1)C(=O)CS2 (centres undefined)
46) O=C(NCCCn1ccnc1)C1c2ccccc2Oc2ccccc21
47) CC(C)(C)OC(=O)[C@H](Cc1ccccc1)NC(=O)c1nc[nH]c1C(=O)NC1CCN(C(=O)OC(C)(C)C)CC1
48) COC(/C=C/Nc1ccc(Br)cc1)=C(C#N)C#N

compound no.	41	42	43	44	45	46	47	48
STAT1 act	91	99	108	93	93	98	106	99
Diaphorase act	0.9	1	0.9	0.9	0.9	0.9	0.5	0.9
G6PDH counter	5	9	-35	-2	-1	1	14	1
APP transl inh	0	2	0	-30	-7	0	-20	0
Diaphorase inh	10	-2	9	6	6	7	52*	5
FLuc act counter	1	1.1	1.1	1	1	1.1	1	1.1
NF-kB neuron act	0.98	0.99	1.3	0.89	1.1	0.94	0.38	1.5
FLuc inh counter	-4	-9	-6	-5	-1	-5	-3	-8
APP 5'UTR act	0	-2	0	30	7	-1	20	0
TLR4 MyD88 comp	-9	6	21	12	-13	-5	-15	-1

49) O=C(Nc1ccccc1N1CCOCC1)c1cnccn1
50) CS(=O)(=O)c1ccc(Cl)c(NC(=O)Cc2c(F)cccc2Cl)c1
51) Cc1ccccc1-c1nc(C#N)c(NCc2ccco2)o1
52) CC(=O)N1[C@H](Cc2ccccc2)C=C[C@]1(C)C(=O)NCCc1c[nH]c2ccccc12
53) Cc1cc(NC(=O)CN(C)S(=O)(=O)c2cccc(Cl)c2)no1
54) CCOc1ccc(C2Nc3ccc4ccccc4c3-c3c2c(=O)oc2ccccc32)cc1 (centres undefined)

compound no.	49	50	51	52	53	54
STAT1 act	100	98	98	100	104	99
Diaphorase act	0.9	1	0.8	0.9	1	0.9
G6PDH counter	-3	4	-5	15	3	0
APP transl inh	17	-4	-6	8	26	-3
Diaphorase inh	14	1	18	14	-2	11
FLuc act counter	1.1	1.1	1	1	1.1	1.1
NF-kB neuron act	0.91	0.86	0.94	0.92	1.5	0.92
FLuc inh counter	-6	-6	-3	-1	-5	-5
APP 5'UTR act	-17	4	6	-8	-26	3
TLR4 MyD88 comp	0	0	-14	-7	7	-14

Fetched by compound from the entries so far:
49) O=C(Nc1ccccc1N1CCOCC1)c1cnccn1
50) CS(=O)(=O)c1ccc(Cl)c(NC(=O)Cc2c(F)cccc2Cl)c1
54) CCOc1ccc(C2Nc3ccc4ccccc4c3-c3c2c(=O)oc2ccccc32)cc1 (centres undefined)

compound no.	49	50	54
STAT1 act	100	98	99
Diaphorase act	0.9	1	0.9
G6PDH counter	-3	4	0
APP transl inh	17	-4	-3
Diaphorase inh	14	1	11
FLuc act counter	1.1	1.1	1.1
NF-kB neuron act	0.91	0.86	0.92
FLuc inh counter	-6	-6	-5
APP 5'UTR act	-17	4	3
TLR4 MyD88 comp	0	0	-14

Random draw from the library; any-hit rate near 5.6%.
